# CTSL1 counter: Fasciola hepatica cathepsin L1 inhibitors, primary screen, counter-screen for PFM18AAP inhibitor project, biochemical, QFRET, fluorogenic peptide substrate. 300,000 compounds, 0.49% hits. inhibition, % at 5.96 µM. recombinant F. hepatica cathepsin L1, Z-Leu-Arg-MCA fluorescence;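 active means inhibition above the mean of all tested compounds plus 3 SD, set per screening campaign, cut at about 17% in these data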;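 further: 0% = plate median of test compound wells and 100% = 1 µM Z-Phe-Ala-diazomethylketone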
# PP5 primary: PP5 phosphatase inhibitors, primary screen, biochemical, fluorescence | inhibition, % at 6.7 µM | purified PP5c, OMFP substrate fluorescence | Serine/threonine-protein phosphatase 5 (Homo sapiens), P53041 | AID 1987, 2009 | 320,000 compounds, 0.18% hits;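 active means inhibition above the campaign's mean inhibition across all tested compounds plus 3 SD, cut at about 9.5% in these data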;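 further: 0% = DMSO only and 100% = 100 µM cantharidin control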
# Target sequence (P53041 whole entry, looked up): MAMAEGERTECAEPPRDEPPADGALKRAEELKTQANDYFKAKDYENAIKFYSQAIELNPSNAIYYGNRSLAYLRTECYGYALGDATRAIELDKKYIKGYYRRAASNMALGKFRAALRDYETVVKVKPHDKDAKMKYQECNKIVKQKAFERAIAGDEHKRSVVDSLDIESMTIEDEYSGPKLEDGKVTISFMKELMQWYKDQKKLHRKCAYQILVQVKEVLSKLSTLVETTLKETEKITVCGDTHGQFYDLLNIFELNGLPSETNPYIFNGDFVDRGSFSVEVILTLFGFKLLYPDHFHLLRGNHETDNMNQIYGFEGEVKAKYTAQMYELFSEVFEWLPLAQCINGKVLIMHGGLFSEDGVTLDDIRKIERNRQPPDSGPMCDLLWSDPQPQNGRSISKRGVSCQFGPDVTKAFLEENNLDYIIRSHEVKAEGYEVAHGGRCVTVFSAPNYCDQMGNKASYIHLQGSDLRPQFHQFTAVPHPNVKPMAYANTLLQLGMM
# ZTA counter: blocks Epstein-Barr virus ZTA, an EBNA-1 counter-screen. P03206. ZTA-DNA binding, fluorescence polarization. inhibition, % at 11 µM. 320,000 compounds, 0.15% hits; in the data active means inhibition above about 33%
# Target sequence (P03206 whole entry, looked up): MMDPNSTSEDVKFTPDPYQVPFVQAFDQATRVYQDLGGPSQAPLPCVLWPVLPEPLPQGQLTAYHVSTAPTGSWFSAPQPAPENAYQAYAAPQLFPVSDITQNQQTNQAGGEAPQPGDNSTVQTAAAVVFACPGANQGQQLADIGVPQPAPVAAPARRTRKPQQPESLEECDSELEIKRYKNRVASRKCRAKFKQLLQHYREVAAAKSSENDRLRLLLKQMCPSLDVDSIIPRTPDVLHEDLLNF
# PREPL inh: PREPL enzyme inhibitors, primary screen, biochemical, fluorescence polarization; AID 2751, 2010; recombinant PREPL, fluorescence polarization activity-based probe; inhibition, % at 5.96 µM; Prolyl endopeptidase-like (Homo sapiens), Q4J6C6; 320,000 compounds, 0.68% hits; in the data active means inhibition above about 43%;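 further: 0% = enzyme with DMSO and 100% = wells lacking enzyme; many of its hits are not listed in these tables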
# core dimer inh: inhibitors of HCV core protein dimerization, primary screen, biochemical, TR-FRET, high-throughput. TR-FRET GST/Flag-core106 dimerization, 1536-well. inhibition, % at 5 µM. 300,000 compounds, 0.33% hits. AID 1899, 2009;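 active means inhibition above the mean of all tested compounds plus 3 SD, set per screening campaign, cut at about 45% in these data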
#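 Assay system: Tagged HCV core106 pair (GST and Flag) | Buffer or medium: KF-containing HEPES buffer, pH 7.45, DTT, CHAPS, BSA | Also added: Eu donor and XL665 acceptor anti-tag antibodies | Dosing: One concentration, 5 µM, in 0.5% DMSO | Timing: 4 h at 22.5 °C | Technique: TR-FRET 671 and 617 nm emission | Repeats: Singlicate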
# PP1 counter: PP1-alpha phosphatase inhibitors, primary screen, counter-screen for PP5 inhibitor project, biochemical, fluorescence, OMFP substrate, single point; Serine/threonine-protein phosphatase PP1-alpha catalytic subunit (Homo sapiens), P62136; purified PP1alpha; inhibition, % at 6.7 µM; 320,000 compounds, 0.9% hits; AID 2235, 2010;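 active means inhibition above the mean inhibition of all tested compounds plus 3 SD, computed separately for each screening campaign, cut at about 15% in these data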
# Target sequence (P62136 whole entry, looked up): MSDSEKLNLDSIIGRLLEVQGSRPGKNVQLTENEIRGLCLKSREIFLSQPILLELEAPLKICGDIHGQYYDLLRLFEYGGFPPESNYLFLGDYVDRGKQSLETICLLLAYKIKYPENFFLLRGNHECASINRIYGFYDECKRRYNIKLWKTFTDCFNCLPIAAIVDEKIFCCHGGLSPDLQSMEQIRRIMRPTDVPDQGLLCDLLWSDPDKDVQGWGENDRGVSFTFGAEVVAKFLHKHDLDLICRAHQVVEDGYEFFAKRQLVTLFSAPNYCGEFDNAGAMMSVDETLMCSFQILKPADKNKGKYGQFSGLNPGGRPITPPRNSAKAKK
# Efflux pump inh: inhibitors of Candida efflux pumps in yeast, primary screen, S. cerevisiae, Nile Red, multiplex; S. cerevisiae Candida pump triplex; AID 485275, 2010; 330,000 compounds, 0.44% hits; inhibition, % at 10 µM;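 active means plate passing quality check with inhibition over a set limit, or well fluorescence over plate mean plus 4 SD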;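 further: Nile Red retained in pooled yeast measured as flow cytometry median fluorescence; 0% = buffer negative control and 100% = Enniatin B positive control; higher means more Nile Red kept so more efflux inhibition; some compounds called inactive have numbers as strong as hits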
# EBNA-1 inh: EBNA-1 DNA-binding inhibitors, primary screen, biochemical, fluorescence polarization | inhibition, % at 14.8 µM | AID 1950, 2009 | 300,000 compounds, 0.34% hits; in the data active means inhibition above about 28%
# TPT1 inh: Candida albicans TPT1 enzyme inhibitors, primary screen, biochemical, fluorescence polarization; recombinant caTPT1, FP RNA substrate dephosphorylation; inhibition, % at 5 µM; tRNA 2'-phosphotransferase TPT1 (Candida albicans SC5314); 300,000 compounds, 0.81% hits; AID 1962, 2009;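 active means inhibition above the mean of all tested compounds plus 3 SD, set per screening campaign, cut at about 24% in these data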;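 further: plate controls were DMSO alone for no effect and ferristatin control at 100 nM for full effect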
# The depositor's hits bear a star; . = no result given. These rows are one share of the data, so the mix of outcomes need not match the whole.
SMILES,CTSL1 counter,PP5 primary,ZTA counter,PREPL inh,core dimer inh,PP1 counter,Efflux pump inh,EBNA-1 inh,TPT1 inh
Cc1sc(NC(=O)CN(C)C2CCCCC2)nc1-c1ccc2c(c1)CCN2S(=O)(=O)c1ccccc1,-1,3.0,6,-2,17,2,0.2,10,1
CN(C)C(CNC(=O)CCNC(=O)c1ccc(Br)cc1)c1ccco1 (centres undefined),0,1.8,7,3,1,-6,0.0,1,1
CCCCn1c(N)c(N(CCOC)C(=O)c2ccc(N3CCCC3=O)cc2)c(=O)[nH]c1=O,.,0.4,-9,2,.,2,0.0,.,.
Cc1ccccc1Cn1c(-c2ccc(=O)[nH]c2)nc2ccccc21,-4,0.5,-22,-9,-4,0,-0.3,3,2
OCCC1CN(CC#Cc2ccccc2)CCN1Cc1ccccc1F (centres undefined),1,0.5,-4,1,6,-5,0.0,3,-2
CN(c1ccccc1)S(=O)(=O)c1nnc(NC(=O)COc2ccccc2)s1,-2,0.0,-7,-9,27,-1,-0.2,0,2
CCCC(=O)NC(c1ccccc1)c1c(O)ccc2ccccc12 (centres undefined),1,2.1,6,2,-5,2,-0.1,7,2
COc1ccc(-c2nc(CN3CCN(c4cc(C)nc(C)c4)CC3)c(C)o2)c2ccccc12,-1,1.2,0,4,-1,3,0.1,-3,-1
CSCC(=O)N1CCC(CCC(=O)NC2CC2)CC1,-7,-1.0,7,-6,3,-1,-0.2,5,-2
O=C(Nc1ccccc1F)C1CCN(C(=O)Cc2ccccc2)CC1,-3,2.5,-17,-1,-4,-3,0.3,-9,-3
CC(=O)c1cccc(NC(=O)Cn2cnc(S(=O)(=O)N3CCOCC3)c2)c1,1,-3.2,14,5,7,-6,0.0,14,-2
Cc1ccc(OCC(=O)N/N=C\c2ccc(O)cc2)c([N+](=O)[O-])c1,-1,2.8,-4,7,-3,1,0.0,-1,-5
O=C(NCCS(=O)(=O)N1CCN(c2ccccc2)CC1)c1ccc2c(c1)OCO2,0,-2.6,7,2,-2,-2,0.0,-9,-1
S=C(Nc1ccc(Cl)cc1)Nc1ccc2cn[nH]c2c1,-2,1.1,1,21,0,-5,0.3,-15,-1
COC(=O)c1c(-c2c(Cl)cccc2Cl)noc1NC(=O)NN1CCOCC1,0,-2.3,-4,-9,-4,-2,0.0,-3,0
COc1cc(C(=O)Nc2ccc(S(=O)(=O)NC(C)C)cc2)cc(OC)c1OC,-4,-0.5,-3,7,0,11,-0.2,8,0
CN(C)Cc1ccc(CNC(=O)c2ccc(Cl)c(S(=O)(=O)NC3CC3)c2)cc1,.,2.6,-6,9,.,-2,0.2,.,.
O=C(CN(Cc1ccccc1F)C(=O)c1csnn1)NCc1ccc2c(c1)OCO2,8,1.5,-13,-1,-3,3,-0.2,1,-5
CCN(CC)CCNC(=O)c1ccccn1,1,5.8,-20,-4,-11,-4,0.1,-8,-4
Cc1ccccc1CSc1nnc(-c2ccccn2)n1C,-1,23*,-6,-5,3,1,-0.1,-1,1
CCOC(=O)C1(Cc2cccc(OC)c2)CCCN(C(=O)CSC)C1 (centres undefined),4,1.2,-5,-3,-21,-5,0.1,-6,-3
O=C(OC(C(=O)NC1CCCC1)c1ccccn1)c1cccs1 (centres undefined),-44,0.3,22,1,0,-2,-0.1,-4,1
COC(=O)c1ccccc1NS(=O)(=O)c1ccc(Cl)nc1,-4,-2.4,-6,16,-4,-4,-0.1,13,-3
CCC(C(=O)NCc1cccnc1)c1ccccc1 (centres undefined),-1,-1.0,-11,-8,2,-2,0.0,9,-5
COCCn1nnnc1C(c1ccc(Cl)cc1)N1CCN(C(=O)c2ccco2)CC1 (centres undefined),1,2.1,-9,1,4,-1,0.0,-3,3

# Next results:
SMILES,CTSL1 counter,PP5 primary,ZTA counter,PREPL inh,core dimer inh,PP1 counter,Efflux pump inh,EBNA-1 inh,TPT1 inh
CCCOC(=O)c1ccc(-c2ccc(C=O)o2)cc1,1,2.4,8,-10,9,4,0.6,-6,2
COc1ccc(C2CC(=O)C=C(NNS(=O)(=O)c3ccc(C)cc3)C2)cc1 (centres undefined),1,1.0,-12,-1,-8,4,-0.4,10,-3
NCCc1nnc(SCc2ccccc2Cl)o1,0,1.0,-6,-15,4,-3,0.1,-12,1
O=C(CNS(=O)(=O)c1ccc(F)cc1)N1CCOCC1,2,0.4,2,-1,1,-1,-0.1,-4,0
COc1ccc(N2C(=O)c3ccccc3C(C)(C)C2=O)cc1,-1,0.1,-2,-1,-9,4,0.1,-8,-2
CN1C(C(=O)NCc2ccccc2)CC2Cn3c(nc4ccccc43)C21 (centres undefined),-2,-0.8,3,-3,-7,-3,.,12,0
Cc1ccnc(Cc2ccccc2)n1,3,4.1,-17,5,-5,0,0.1,-8,-3
Nc1nnn(CC(=O)N/N=C/c2ccccc2)n1,-5,-0.7,11,5,0,-5,0.0,6,-2
OCCNCC1(O)C2CC3CC(C2)CC1C3 (centres undefined),5,-3.6,-6,1,-1,-8,0.3,-12,-2
COc1ccc2nc(C)cc(SCC(=O)N3CCCCC3)c2c1,0,0.0,3,-6,-1,-2,0.0,-6,-1
Cc1ccc2c(C(=O)CSc3ccccc3)c(C)[nH]c2c1,-2,0.8,4,3,-19,7,0.1,-5,0
O=C(c1ccco1)N1CCN(C(=O)C2CCCc3c2[nH]c2ccc(Cl)cc32)CC1 (centres undefined),-2,2.4,3,23,0,0,0.0,-1,-2
COc1cc(C2C(C(=O)OC(C)C)=C(C)Nc3[nH]c(=O)[nH]c(=O)c32)ccc1O (centres undefined),2,1.5,2,9,-3,-2,-0.2,3,-2
Cn1c(SCc2c(F)cccc2Cl)nnc1-c1cnccn1,0,1.5,-28,10,0,-1,0.0,4,-4
Cc1ccc(N(C(=O)C2COc3ccccc3O2)C(C(=O)NC2CCCCC2)c2cn(C)nc2C)cc1 (centres undefined),4,-0.1,1,5,1,-1,-0.1,1,2
COc1cc2oc3ccccc3c2cc1N(CC(=O)N(C)C)S(=O)(=O)c1ccc(C)cc1,-1,1.7,8,0,-1,2,0.1,-14,-5
COCCn1c(-c2ccc(Cl)cc2)nc2c(c(=O)c3ccccc3n2C)c1=O,6,-3.1,3,9,3,-3,0.1,-4,0
Cn1c(=O)n(C)c2cc(S(=O)(=O)Nc3ccccc3O)ccc21,-4,1.0,6,-3,1,-2,0.0,3,-1
Cc1ccccc1-c1ccnc2[nH]n(-c3ccccc3)c(=O)c12,-1,1.1,5,-1,-9,3,0.1,3,-3
CC(=O)[C@@H]1[C@@H](C)N(Cc2ccccc2)C(=O)N[C@H]1c1cccc(C(F)(F)F)c1,4,0.4,19,-5,10,-2,-0.1,9,2
CCOc1ccccc1NC(=O)CN1C(=O)C(C)SC(C)C1=O (centres undefined),1,-1.9,3,6,-2,-1,-0.1,6,-4
c1nc(NC2CCCCCC2)c2[nH]cnc2n1,-2,1.6,6,-8,4,-2,0.0,4,0
CN1CCN(CC(=O)O)CC1,1,0.1,-13,15,-5,-5,-0.1,6,-1
Cc1ccccc1NC(=O)C(C)OC(=O)C1CC(=O)N(Cc2ccco2)C1 (centres undefined),.,4.7,0,13,.,-1,0.2,.,.
COc1ccccc1C(=O)N1CCN(c2ccccn2)CC1,-1,1.3,-10,7,-2,-6,0.0,8,-6

# Reprinted from the part before: two compounds; new compounds follow.
SMILES,CTSL1 counter,PP5 primary,ZTA counter,PREPL inh,core dimer inh,PP1 counter,Efflux pump inh,EBNA-1 inh,TPT1 inh
Cc1ccccc1NC(=O)C(C)OC(=O)C1CC(=O)N(Cc2ccco2)C1 (centres undefined),.,4.7,0,13,.,-1,0.2,.,.
COc1ccccc1C(=O)N1CCN(c2ccccn2)CC1,-1,1.3,-10,7,-2,-6,0.0,8,-6
CC(C)(C)NCC(O)Cn1cc(C=O)c2ccccc21 (centres undefined),2,-0.3,9,6,4,0,-0.1,9,-4
O=C(NC(=S)Nc1ccc(Cl)cn1)c1cc([N+](=O)[O-])ccc1N1CCOCC1,-1,3.3,3,-4,-3,0,0.2,-13,0
CCOC(=O)c1c(C)[nH]c(C=O)c1Cc1cccc(Cl)c1,6,4.8,-6,-38,1,6,-0.1,11,-1
O=C(CNC(=O)c1ccc(Br)o1)OCc1ccc(Br)cc1,.,-1.7,-7,-1,.,2,-0.2,.,.
CC(=O)c1c2c3c(cccc3n(C)c1=O)C(=O)c1ccccc1-2,0,1.6,-14,9,-4,0,-0.1,-2,-22
O=C(c1cccc(NS(=O)(=O)c2cccc([N+](=O)[O-])c2)c1)N1CCOCC1,1,-0.1,-6,1,2,0,-0.1,2,-1
CCc1nc(N)c(C#N)c(-c2cccc3ccccc23)c1C,1,-0.1,1,-3,32,-2,-0.1,13,2
CCOc1ccc(S(=O)(=O)n2cc(F)c(=O)[nH]c2=O)cc1[N+](=O)[O-],1,2.5,6,3,8,-1,0.1,-12,-2
CNC(=O)CSc1nnc(CCc2ccccc2)n1-c1ccccc1,0,1.9,8,5,1,2,0.0,2,-5
COc1cc(-c2nnn(Cc3ccccc3C)n2)cc(OC)c1OC,0,2.7,0,-4,-8,-3,0.2,-8,1
CC1CCOC2(O1)C(=O)Nc1ccccc12 (centres undefined),1,-0.2,-7,2,5,0,-0.2,3,-2
CC(=O)N1c2ccc(S(=O)(=O)N3CCC(C(=O)Nc4ccccn4)CC3)cc2CC1C (centres undefined),5,-0.3,-13,2,-5,-2,-0.1,6,-2
O=C(CNc1cccc2ccccc12)N/N=C/c1ccc[nH]1,-1,1.8,3,16,1,0,-0.1,-3,0
CCOc1cc(C(=O)Nc2cc(C)ccc2C)ccc1OCC(=O)N1CCCCC1,-3,0.2,-7,13,2,-1,0.1,-3,0
Cc1cc(C)c(-n2c(SCCS(=O)(=O)c3ccc(F)cc3)n[nH]c2=O)c(C)c1,3,-0.2,4,2,-2,-2,-0.1,5,-2
CCOc1cc(C(=O)Nc2cc(C)ccn2)cc(OCC)c1OCC,-1,6.0,-2,14,2,5,0.1,-11,-1
CCSc1ncc(Cl)c(C(=O)Nc2ccccc2OC)n1,4,-0.1,-10,35,1,0,0.0,0,-9
COc1ccc(OCCn2ccnc2C)cc1,0,1.4,-14,0,7,-2,0.1,-4,1
CCn1ncc([C@@H]2C[C@H]3CN(Cc4ccccc4C)C(=O)[C@]34CCCN24)c1C,6,0.3,0,12,0,-12,0.5,-6,10
COc1ccc(C(=O)C(C)OC(=O)c2nc3nccc(C)n3n2)cc1 (centres undefined),.,-3.8,2,2,.,-2,-0.2,.,.
c1ccc2c(c1)nnn2-c1ncnc2sccc12,1,-0.1,-16,4,-1,5,-0.1,7,-6
CCN(CC(=O)Nc1cc(Cl)ccc1C)C(=O)c1cc([N+](=O)[O-])ccc1N1CCOCC1,1,0.1,-3,33,-8,-4,-0.1,-8,-2
CCn1nc(C(=O)Nc2nc3ccccc3[nH]2)c2ccccc2c1=O,2,-0.7,-9,-1,0,-1,0.0,7,0
COc1ccccc1C(c1c(O)nc(SC)[nH]c1=O)c1c(O)nc(SC)[nH]c1=O,-1,4.5,-8,-2,-5,-1,-0.1,-5,-2
CCOC(=O)CNC(c1ccccc1)c1cc(Br)ccc1NC(=O)CCN1CCOCC1 (centres undefined),-5,-1.8,-1,2,0,4,0.0,1,-6

# High-throughput results: PubChem, several laboratories
